# Screens from PubChem BioAssay.
# GASC-1 inh: inhibitors of GASC-1 histone demethylase, primary screen, biochemical, fluorescence, DELFIA europium; Lysine-specific demethylase 4C (Homo sapiens), Q9H3R0; GST-JMJD2C(1-420) H3K9me3 demethylation; inhibition, % at 2.35 µM; 0.069% of 330,000 active; AID 2099, 2009;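 active means more than half of a compound's replicate wells show inhibition beyond 50%, single wells judged on their own value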;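 further: signal counts dimethyl H3K9 product captured on neutravidin plate; 0% = median of DMSO wells and 100% = 0.3 times that DMSO median; strong numbers were not always called active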
# PP5 inh: PP5 phosphatase inhibitors, primary screen, biochemical, fluorescence; AID 1987, 2009; purified PP5c, OMFP substrate fluorescence; 0.18% of 320,000 active; inhibition, % at 6.7 µM;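 active means inhibition above the campaign's mean inhibition across all tested compounds plus 3 SD, cut at about 9.5% in these data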;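 further: 0% = DMSO only and 100% = 100 µM cantharidin control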
# Target sequence (P53041 whole entry, looked up): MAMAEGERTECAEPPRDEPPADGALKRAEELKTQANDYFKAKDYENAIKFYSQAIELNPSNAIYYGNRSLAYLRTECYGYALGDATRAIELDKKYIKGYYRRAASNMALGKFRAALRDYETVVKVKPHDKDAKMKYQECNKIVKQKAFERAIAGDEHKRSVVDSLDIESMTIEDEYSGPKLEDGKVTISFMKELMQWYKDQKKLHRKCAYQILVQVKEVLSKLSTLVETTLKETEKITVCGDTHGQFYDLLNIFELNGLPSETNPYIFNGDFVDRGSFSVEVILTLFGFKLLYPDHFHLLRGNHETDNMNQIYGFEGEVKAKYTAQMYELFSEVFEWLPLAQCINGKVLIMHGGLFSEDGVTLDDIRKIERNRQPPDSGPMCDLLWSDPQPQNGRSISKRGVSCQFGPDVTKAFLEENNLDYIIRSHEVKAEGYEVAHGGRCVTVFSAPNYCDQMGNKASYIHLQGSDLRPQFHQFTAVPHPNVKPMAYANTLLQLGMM
# TPT1 inh: Candida albicans TPT1 enzyme inhibitors, primary screen, biochemical, fluorescence polarization | tRNA 2'-phosphotransferase TPT1 (Candida albicans SC5314) | recombinant caTPT1, FP RNA substrate dephosphorylation | inhibition, % at 5 µM | 0.81% of 300,000 active | AID 1962, 2009;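 active means inhibition above the mean of all tested compounds plus 3 SD, set per screening campaign, cut at about 24% in these data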;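 further: plate controls were DMSO alone for no effect and ferristatin control at 100 nM for full effect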
# Fh CTSL1 inh: Fasciola hepatica cathepsin L1 inhibitors, primary screen, counter-screen for PFM18AAP inhibitor project, biochemical, QFRET, fluorogenic peptide substrate | 0.49% of 300,000 active | inhibition, % at 5.96 µM | recombinant F. hepatica cathepsin L1, Z-Leu-Arg-MCA fluorescence | AID 1906, 2009;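 active means inhibition above the mean of all tested compounds plus 3 SD, set per screening campaign, cut at about 17% in these data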;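 further: 0% = plate median of test compound wells and 100% = 1 µM Z-Phe-Ala-diazomethylketone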
# core dimer inh: inhibitors of HCV core protein dimerization, primary screen, biochemical, TR-FRET, high-throughput | TR-FRET GST/Flag-core106 dimerization, 1536-well | inhibition, % at 5 µM | 0.33% of 300,000 active;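 active means inhibition above the mean of all tested compounds plus 3 SD, set per screening campaign, cut at about 45% in these data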
#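 System: GST/Flag-tagged HCV core106 proteins. Incubation: compound-protein-antibody incubation 4 h at 22.5 °C. Technique: HTRF with 340 nm excitation, 617/671 nm emission. Medium: KF-containing HEPES buffer, pH 7.45, DTT, CHAPS, BSA. Read-out: inhibition (%) from 671 over 617 nm ratio. Also added: Eu(K)-anti-GST 90 ng/mL plus XL665-anti-Flag 1 µg/mL.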
# PP1 counter: PP1-alpha phosphatase inhibitors, primary screen, counter-screen for PP5 inhibitor project, biochemical, fluorescence, OMFP substrate, single point; inhibition, % at 6.7 µM; Serine/threonine-protein phosphatase PP1-alpha catalytic subunit (Homo sapiens), P62136; AID 2235, 2010; purified PP1alpha; 0.9% of 320,000 active;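 active means inhibition above the mean inhibition of all tested compounds plus 3 SD, computed separately for each screening campaign, cut at about 15% in these data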
# Target sequence (P62136 whole entry, looked up): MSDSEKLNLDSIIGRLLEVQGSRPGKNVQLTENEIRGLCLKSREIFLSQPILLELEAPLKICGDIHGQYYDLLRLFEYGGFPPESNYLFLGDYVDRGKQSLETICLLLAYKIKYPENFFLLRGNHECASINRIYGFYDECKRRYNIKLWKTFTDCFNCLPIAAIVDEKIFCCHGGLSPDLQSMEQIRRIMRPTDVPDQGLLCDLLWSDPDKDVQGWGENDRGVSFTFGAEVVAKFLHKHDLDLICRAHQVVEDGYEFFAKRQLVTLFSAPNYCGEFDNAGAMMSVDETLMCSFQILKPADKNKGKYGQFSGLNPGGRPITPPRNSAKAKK
# ZTA DNA inh: counter-screen for EBNA-1 inhibitors: inhibitors of Epstein-Barr virus ZTA. P03206. ZTA-DNA binding, fluorescence polarization. inhibition, % at 11 µM. 0.15% of 320,000 active; in the data active means inhibition above about 33%
# Target sequence (P03206 whole entry, looked up): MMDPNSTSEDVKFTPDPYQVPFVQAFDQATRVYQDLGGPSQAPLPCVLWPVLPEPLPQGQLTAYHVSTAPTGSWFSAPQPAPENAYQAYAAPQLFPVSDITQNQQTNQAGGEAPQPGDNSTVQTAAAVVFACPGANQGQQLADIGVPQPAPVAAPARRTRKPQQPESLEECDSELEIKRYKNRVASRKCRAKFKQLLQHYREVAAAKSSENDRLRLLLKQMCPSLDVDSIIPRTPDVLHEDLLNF
# EBNA-1 inh: EBNA-1 DNA-binding inhibitors, primary screen, biochemical, fluorescence polarization | inhibition, % at 14.8 µM | 0.34% of 300,000 active; in the data active means inhibition above about 28%
# CR mimetic SO: reduction of superoxide in aged yeast, primary screen, HTS; S. cerevisiae aged cells, superoxide DHE fluorescence; stronger effect = lower value; superoxide response (% of plate mean), % at 10 µM; 0.18% of 330,000 active; AID 2690, 2010;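 active means superoxide response under a set limit, about three screen SD below normal, cut at about 65% in these data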;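 further: yeast aged for seven days with compound at 30 °C before DHE staining; 100% = average MFI of all compound-treated wells on the plate with controls excluded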
# * marks the source's active call; other numbers are inactive results; . = not tested or not shown; & = joins results of further samples.
SMILES,GASC-1 inh,PP5 inh,TPT1 inh,Fh CTSL1 inh,core dimer inh,PP1 counter,ZTA DNA inh,EBNA-1 inh,CR mimetic SO
O=C(Nc1ccc(Cl)c(Cl)c1)c1ccc(Cn2c(=O)[nH]c3ccsc3c2=O)cc1,22,3.1,4,-2,10,11,1,16,109
Cc1ccc(NC(=O)/C(=C/c2cccs2)NC(=O)c2ccco2)cc1,2,3.7,0,2,-8,-1,-8,-3,88
CCCNC(=O)c1c(O)c2c([nH]c1=O)CCCC2,-28,4.2,-4,-2,6,-3,4,-15,101
O=C(NCCc1ccc(F)cc1)C1CCN(C(=O)Nc2ccccc2)CC1,5,2.1,.,.,.,1,1,.,82
Nc1c2c(nc3ccccc13)N(c1ccccc1)CC2,8,2.9,-4,2,1,1,6,7,100
Cc1nc2ccccc2c2oc(C(=O)NCc3ccc4c(c3)OCO4)cc12,-20,0.0,-2,3,15,7,-5,-5,103
CN1C(C(=O)Nc2cccc(O)c2)=CC(c2cccs2)=NS1(=O)=O,8,3.7,-5,5,-1,-2,2,0,92
CC1CN(C(=O)COC(=O)Cc2c(F)cccc2Cl)CC(C)O1 (stereo not drawn),3,3.2,.,.,.,-4,-16,.,143
Cc1cc2nc(-c3ccc(SCC(=O)N4CCN(C(=O)c5ccco5)CC4)nc3)[nH]c2cc1C,-7&-6,1.8,7,1,21,0,4,8,103
CCC(=O)N(Cc1cc2cc(OC)ccc2[nH]c1=O)c1ccccc1C,98,2.1,-6,-4,9,-2,-3,-8,93
O=C(C1CCN(S(=O)(=O)c2ccc(F)cc2)CC1)N1CC=C(c2ccccc2)CC1,7,-0.6,0,-1,1,-1,-20,-3,85
O=C(Cc1ccc(F)cc1)c1ccc(O)cc1O,1,1.9,-1,-2,1,-5,4,-7,88
CC(=O)n1nc(-c2cccnc2)nc1N,10,0.6,0,-4,-6,-1,4,1,96
CCCOc1ccc(-c2cc(C(F)(F)F)c(C#N)c(SCC(=O)O)n2)cc1,51,1.8,0,10,-4,0,10,19,97
NS(=O)(=O)c1ccc(NC(=O)COC(=O)c2cn(-c3ccccc3)nc2-c2ccccc2)cc1,-6,-0.3,-2,-1,7,7,-8,12,103
Cc1onc(-c2ccccc2Cl)c1C(=O)Nc1ncn[nH]1,6,1.7,3,-1,-10,-6,-3,-5,107
O=C(CCS(=O)(=O)Cc1ccc(Cl)cc1)NCCCN1CCOCC1,-3,-0.3,-1,9,2,-3,5,-2,90
Cc1cc(C)n(CC(O)COc2ccc(C(C)(C)C)cc2)n1 (stereo not drawn),-13,1.4,1,2,-3,1,-7,-12,99
CNC(=O)NC(=O)C(c1ccccc1)N(C)CC1COc2ccccc2O1 (stereo not drawn),-5,1.7,2,-1,-2,-1,1,4,91
CN(CC(=O)Nc1cccc(F)c1)C(=O)CCCNC(=O)c1ccc(Cl)cc1,-39,0.5,1,-3,-1,1,-9,1,93
OCCNc1nc2ccc(Cl)cc2[nH]1,7,3.8,-2,-4,-4,-1,-10,-8,87
COc1cccc(-c2nc(C(=O)NCC3CCCO3)cc3c2[nH]c2ccccc23)c1 (stereo not drawn),38,7.9,4,1,-1,-1,3,-13,121
CCc1cc(=O)oc2cc(O[C@@H]3O[C@H](CO)[C@@H](O)[C@H](O)[C@H]3O)c(Cl)cc12,6,0.1,-5,-6,-1,5,10,1,87
COc1cc(NC(=O)CSc2ccccc2)c(C(=O)O)cc1OC,-2,2.0,0,2,4,-1,11,14,97
O=C(Nc1ccncc1)Nc1ccncc1,2,0.3,-1,6,4,-2,21,2,87

# (listing goes on)
SMILES,GASC-1 inh,PP5 inh,TPT1 inh,Fh CTSL1 inh,core dimer inh,PP1 counter,ZTA DNA inh,EBNA-1 inh,CR mimetic SO
COc1ccc2c(c1)C(=O)[C@H](O)[C@@H](c1ccc(OC)c(Br)c1)O2,-8,2.2,1,1,-5,3,-5,9,97
Cc1ccc(OCC(=O)Nc2ccc(N3CCN(S(C)(=O)=O)CC3)cc2)cc1,10,0.3,-1,-1,4,2,-1,-1,102
CCOC(=O)C1(CCOc2ccccc2)CCN(C(=O)c2ccc(-n3cccn3)cc2)CC1,-7,0.8,-3,-2,8,3,4,-4,120
COc1ccc(-n2cc(CNCCCn3ccnc3)c(-c3cccc(F)c3)n2)cc1,-1,1.3,2,-5,-16,1,-1,-8,97
COCCn1cc(C(=O)N2CCC(C)CC2)c2c3ccccc3n(C)c2c1=O,5,3.0,-1,0,-1,-3,-9,7,97
COc1cccc(-c2cc(C(=O)Nc3ccccc3)c3ccccc3n2)c1,10,1.7,1,-5,-1,0,3,-6,103
CN(CC(=O)Nc1cccc(F)c1)C(=O)CC1CC2CCC1C2 (stereo not drawn),-18,0.6,-4,-2,-2,0,11,3,100
COC(=O)c1ccc(C(=O)Nc2cc(Cl)ccc2Cl)cc1NC(=O)c1ccccc1C,.,1.8,0,-2,5,-9,1,-2,94
CCCCCOC(=O)c1ccccc1C(=O)O,-4,2.1,-1,-2,3,0,-7,-13,111
CCn1c(C)nc2cc(C(=O)NNC(=O)c3ccc(Cl)nc3)ccc21,-1,1.9,-1,-4,-2,-1,11,5,95
O=C(CN1CCC(n2nnc3cc(F)ccc32)CC1)NCCc1ccccc1,-3,-1.3,2,2,-1,0,9,7,85
O=C(CCC(=O)Nc1nnc(C2CCCCC2)s1)NCc1cccs1,-8,0.1,-1,1,0,1,-3,-5,97
COC(=O)c1cccnc1-n1c(=O)c2cccnc2n(Cc2cccc([N+](=O)[O-])c2)c1=O,-7,-0.7,3,6,-6,-5,1,0,113
O=C(/C(=N/N=C/c1ccc(O)c(O)c1O)c1ccccc1)c1ccccc1,-24,4.2,-3,1,33,14,4,39*,105
N#C/C(=C\c1ccc(-c2ccc(S(=O)(=O)N3CCOCC3)cc2)o1)C(=O)NC1CC1,-2,1.6,11,-3,8,1,8,-9,90
COC(=O)Cc1nc2ccccc2[nH]1,19,-2.6,-1,-1,-2,-2,-2,1,100
Cc1ccc(C(=O)OCC(=O)Nc2ccc(C(N)=O)cc2)s1,.,0.6,.,.,.,-5,-2,.,91
Cc1noc(C)c1C(=O)NCCC1=CCCCC1,1,1.0,-2,-1,-1,-5,-11,-11,120
Cc1cccc(C(=O)NC(=S)Nc2c(C)n(C)n(-c3ccccc3)c2=O)c1,6,2.1,-1,2,10,1,-2,3,106
CCOC(=O)c1c(C)n(-c2ccccc2)c2ccc(O)c(CN(C)C)c12,6,2.1,-5,3,-10,-1,-20,6,97
O=C(CN1CCCCC1)Nc1ccccc1Oc1ccccc1,1,4.0,0,-1,3,-1,-17,-7,106
CCCCCCS(=O)[C@H]1CS(=O)(=O)C[C@@H]1S(=O)CCCCCC (stereo partly drawn),-20,-0.7,-1,5,2,0,9,2,107
CCCCCC(=O)Nc1ccc(-c2nnc3n2CCCCC3)cc1,-7,-3.0,1,-2,-2,-3,10,1,94
CC(=O)Nc1ccc(NC(=O)C2CC(=O)N(c3cccc(C)c3C)C2)cc1 (stereo not drawn),2,-0.1,-3,8,1,2,-26,-1,123
Cc1cccc(OCCCC(=O)Nc2ccc(S(=O)(=O)Nc3onc(C)c3C)cc2)c1,-4,-0.3,-5,3,9,-1,9,8,91

# By substructure, those above containing a COOH group
SMILES,GASC-1 inh,PP5 inh,TPT1 inh,Fh CTSL1 inh,core dimer inh,PP1 counter,ZTA DNA inh,EBNA-1 inh,CR mimetic SO
CCCOc1ccc(-c2cc(C(F)(F)F)c(C#N)c(SCC(=O)O)n2)cc1,51,1.8,0,10,-4,0,10,19,97
COc1cc(NC(=O)CSc2ccccc2)c(C(=O)O)cc1OC,-2,2.0,0,2,4,-1,11,14,97
CCCCCOC(=O)c1ccccc1C(=O)O,-4,2.1,-1,-2,3,0,-7,-13,111

# (next part)
SMILES,GASC-1 inh,PP5 inh,TPT1 inh,Fh CTSL1 inh,core dimer inh,PP1 counter,ZTA DNA inh,EBNA-1 inh,CR mimetic SO
COc1ccc(NC(=O)NC(C)c2ccc3c(c2)OCO3)c(OC)c1 (stereo not drawn),45,2.4,-3,-2,-3,-10,-1,8,114
Cc1cc(NC(=O)CCC(=O)N(CC(=O)NCC2CCCO2)c2ccc(Cl)c(Cl)c2)no1 (stereo not drawn),-2,2.2,-2,1,-6,2,0,5,95
CCn1c(COc2ccc3c(c2)OCO3)nnc1SCC(=O)c1ccccc1,-1,3.3,-3,-2,6,4,-6,-9,116
CCCN1CCN(CCCNC(=O)CN2C(=O)COc3ccccc32)CC1,0,1.6,-5,2,-5,-5,-8,4,92
CC1CCN(C(=O)C2CCN(c3nnc(-n4cccc4)s3)CC2)CC1,7,-0.6,2,-1,7,-2,-9,-8,104
CC1=CCC(C(=O)O)C(C(=O)Nc2nc3ccc(S(C)(=O)=O)cc3s2)C1 (stereo not drawn),17,3.7,-1,1,0,4,12,-7,113
Cc1ccc2nc(SCC(=O)NC3CCCc4ccccc43)[nH]c2c1 (stereo not drawn),-24,3.6,1,1,-7,4,-16,-5,100
CCOC(=O)CSc1nnc(CNc2ccc(F)cc2)o1,3,-0.2,-1,-6,4,-3,4,-1,105
COC(=O)c1ccc(N(CC(=O)NC2CCCCC2)C(=O)CNC(=O)c2ccco2)cc1,-3,2.2,2,1,-2,4,-15,1,97
Cn1cccc1CC(=O)NNC(=O)Nc1ccc(Cl)cc1,3,0.5,2,0,13,-3,6,6,88
CO[C@H]1O[C@H](CBr)[C@@H](OC(=O)c2ccccc2)[C@H](O)[C@H]1O,2,-0.7,-1,0,0,-3,-8,5,108
O=C(COc1ccc(Cl)cc1Cl)Nn1c(=S)[nH]c2ncccc2c1=O,-1,2.0,1,-1,2,4,4,10,98
COc1ccc(OC)c(S(=O)(=O)Nc2c(C)nn(C)c2C)c1,-2,-1.0,.,.,.,-1,10,.,85
CCOc1ccccc1CNC(=O)CCN1C(=O)COc2ccccc21,-1,-0.7,3,6,-6,-2,0,-2,88
FC(F)(F)c1nnc2ccc(N3CCCCC3)nn12,-2,-1.3,-2,-1,1,-3,23,4,104
COc1cccc(C(=O)NC2CCCN(C3Cc4ccccc4C3)C2)c1OC (stereo not drawn),11,4.1,-1,-2,6,-2,-9,-17,96
S=C(Nc1ccccn1)NC1CCCCC1,5,-0.9,-7,-3,-8,-2,4,2,88
COc1cc(OC)c2cc(C(=O)N/N=C/c3cccc(OC)c3O)[nH]c2c1,4,-1.1,5,-1,-12,8,4,-2,92
CCOC(=O)c1[nH]c(C)c(C(=O)NCCN2CCOCC2)c1C,10,5.1,0,-2,2,-4,-4,-14,100
Cc1noc2ncnc(Oc3ccc4ccccc4c3)c12,2,0.1,0,-2,0,-4,-4,-8,101
Cc1ccc2cc(CN(Cc3ccco3)C(=O)NC3CCCCC3)c(=O)[nH]c2c1C,2,0.9,1,4,1,2,12,6,93
COc1ccc(NC(=O)C(c2ccc(OC)cc2)N(C)C(=O)Cc2cccs2)cc1 (stereo not drawn),-10,-0.4,-1,1,13,-2,2,12,96
Cc1[nH]c(C)c(S(=O)(=O)N2CCC(C)CC2)c1C(=O)N1CCCC1,9,0.0,-4,-2,12,-4,11,14,117
O=C(CSc1nnc(CNC(=O)c2ccc(F)cc2)o1)Nc1nccs1,1,3.9,-3,0,-11,0,-1,12,109
